NCI-60 one-dose screen, 48 h, at 10 µM unless noted. Numbers give growth in % (100 = growth as untreated, 0 = no growth, -100 = all killed).
TK-10: TK-10 renal cancer cells; 81,000 tested, 3.9% active; AID 1794769; active means growth percent below 10
* hit, by the source's call; & = joins results of further samples; ! = a repeat was not active; [ ] = dose if it differs, or a comment. Some of the compounds tested. The share of hits here may be higher or lower than overall.

SMILES	TK-10
Cc1cc(=O)c2c(O)c3c(O)cc(O)c4c5c(O)cc(O)c6c(O)c7c(=O)cc(C)c8c1c2c(c34)c(c65)c78	26&109[100 µM]
CC(C)=CCC/C(C)=C/CC/C(C)=C/CC/C(C)=C/C=C/C=C(\C)CC/C=C(\C)CC/C=C(\C)CCC=C(C)C	-87*![100 µM]
CC(=O)NC(C)c1ccc(N=NN2CCCC2)cc1 (centres undefined)	94&127[100 µM]
O=C1c2ccccc2C(=O)c2c1ccc1c2OCO1	74&103[100 µM]
COc1cc(Oc2c(C)c(Cl)c(OC)c(Cl)c2OC)c2c(c1Cl)COC2=O	9.5*![100 µM]
CCOC(=O)C(=O)C(CCC(=O)c1ccc2ccccc2c1O)C(=O)OCC (centres undefined)	106&125[100 µM]
Nc1cc2c3c(cccc3c1)C(=O)N(c1ccc(OCCN3CCCCC3)cc1)C2=O	-100*[100 µM]
CCCCc1ccc(Nc2nc(Cl)c3ccn(C4CC(Oc5ccc(C)cc5)C(COc5ccc(C)cc5)O4)c3n2)cc1 (centres undefined)	88&82[100 µM]
Cc1cc(OC2OC(CO)C(O)C(O)C2O)ccc1O (centres undefined)	110&116[100 µM]
NC(Cc1ccc(S(=O)(=O)O)cc1)C(=O)NC(Cc1ccc(S(=O)(=O)O)cc1)C(=O)NC(Cc1ccc(S(=O)(=O)O)cc1)C(=O)NC(Cc1ccc(S(=O)(=O)O)cc1)C(=O)O (centres undefined)	111&102[100 µM]
COc1ccc(NC(C)=O)cc1C1CCC(=O)N1 (centres undefined)	99&87[100 µM]
Cc1cc(O)c2c(c1)C(=O)C(c1c(C)cc3c(c1O)C(=O)C1OC1C3=O)=CC2=O (centres undefined)	-86*[100 µM]
COC(=O)C(=O)C(C(=O)C(=O)Nc1ccc(C)cc1)c1nc2ccc(C(=O)c3ccccc3)cc2[nH]c1=O (centres undefined)	23&84[100 µM]
COc1ccc(/C=C2/NC(=S)N=C2Cl)cc1	-42*![100 µM]
Nc1c(N2CCCCC2)c(=O)nc2[nH]/c(=C\c3ccccc3)c(=O)n12	92&68[100 µM]
COc1cc2c(cc1-c1coc3cc(O)ccc3c1=O)OCO2	3.0*![100 µM]
COc1ccc(/C=C2\N=C3Sc4c(nc[nH]c4=O)N3C2=O)cc1	59&95[100 µM]
CNc1nc2c(C)ccc3[nH]c(N(C)C)nc3c-2n1	12&60[100 µM]
N#CC(=S)Nc1cccc(Cl)c1	-9.6*[100 µM]
CC1(C)CC2=C(Sc3ccccc3N2)C(=O)C1C(=O)C(=O)Nc1cc(Cl)ccc1Cl (centres undefined)	87&114[100 µM]
CC1(C)Oc2ccc3c(=O)cc(-c4ccc(F)cc4)oc3c2C1C(=O)O (centres undefined)	99&100[100 µM]
COC(=O)C(=O)C(C(=O)C(=O)Nc1nc(=S)[nH][nH]1)c1nc2ccc([N+](=O)[O-])cc2[nH]c1=O (centres undefined)	73&127[100 µM]
CC(=O)NC1C(O)C(O)C(CO)OC1n1nc(SCc2ccccc2)c(=O)[nH]c1=O (centres undefined)	107&102[100 µM]
NC1=NN(c2ccccc2)C2(c3ccncc3C(=O)O)C1C(N)=NN2c1ccccc1 (centres undefined)	9.3*![100 µM]

Two entries from above, set out differently.
Molecule: COC(=O)C(=O)C(C(=O)C(=O)Nc1nc(=S)[nH][nH]1)c1nc2ccc([N+](=O)[O-])cc2[nH]c1=O (centres undefined)
  TK-10: 73&127[100 µM]

Molecule: CC(=O)NC1C(O)C(O)C(CO)OC1n1nc(SCc2ccccc2)c(=O)[nH]c1=O (centres undefined)
  TK-10: 107&102[100 µM]

More entries:
SMILES	TK-10
CC(=O)OC(=C(C#N)C#N)c1nccnc1C(=O)O	98&101[100 µM]
N#CC1=C(N)OC(c2cccc([N+](=O)[O-])c2)C1(C#N)C#N (centres undefined)	-88*[100 µM]
N#Cc1c(=N)cc2c3ccccc3oc3c(C#N)c(N)[nH]c1c32	2.3*![100 µM]
CC12CCC3c4cc(Br)c(O)c(Br)c4CCC3C1CCC2O (centres undefined)	-96*![100 µM]
COC(=O)C1CCC(=O)N1CN(C(C)=O)c1ccccc1 (centres undefined)	106&80[100 µM]
CCCCCCCCCc1cc(=O)c2c(O)cc(O)cc2o1	-100*[100 µM]
CC(C)=CC(O)C/C(C)=C/CC/C(C)=C/CCC1(C)C(CCCO)/C(=C(/C)C=O)CCC1(C)O (centres undefined)	9.2*![100 µM]
C=Cc1nc(C#N)c(N)o1	114&119[100 µM]
CCOc1ccc2nc(NC(=O)C(=O)C(c3cnc4ccccc4n3)[N+](=O)[O-])sc2c1 (centres undefined)	55&132[100 µM]
O=C1c2cccnc2-c2nccc3ccnc1c23	-100*[100 µM]
O=C1CC(c2ccccc2)NCCCCN2CC(CN1)C(C(O)c1ccccc1)C2=O (centres undefined)	89&98[100 µM]
CC(=O)OC1CCn2c1nc1cc([N+](=O)[O-])c(C)cc12 (centres undefined)	98&79[100 µM]
Cc1coc2c1C(OC(=O)C(C)C)C1(C)C(C)CCC(O)C1C2=O (centres undefined)	63&88[100 µM]
CC(C)C(C)C(O)C(O)C(C)C1CCC2C3COC(=O)C4CC(O)C(O)CC4(C)C3CCC12C (centres undefined)	122[100 µM]
CCCCOC(=O)C1CN2C=CC=NC2=NC1(C(F)(F)F)C(F)(F)F (centres undefined)	97&96[100 µM]
CC1CCCc2c(CC3CC(=O)NC(=O)C3)nc(N)nc21 (centres undefined)	106&100[100 µM]
CC(=O)Nc1ccc(Nc2nc(=O)[nH]c(=O)[nH]2)cc1	91&98[100 µM]
CC(O)c1cc2c(s1)C(=O)c1ccsc1C2=O (centres undefined)	-99*[100 µM]
CO/C(N)=C(\C#N)N=Cc1ccco1	99&107[100 µM]
CC(=O)c1cccc(NC(=O)/C(=N\NC(=S)NN)C2C(=O)Nc3ccccc3S2=O)c1 (centres undefined)	75&122[100 µM]
CCCCCCSC[C@H](OC(C)=O)[C@@H](OC(C)=O)[C@@H](OC(C)=O)[C@@H](COC(C)=O)OC(C)=O	101&95[100 µM]
CC(C)(C)O/N=C/c1cc(NC(=S)c2ccsc2)ccc1Cl	-21*[100 µM]
CCCCCCCCCCCCC/C=C/[C@H]1[C@@H](C(=O)OC)N1S(=O)c1ccc(C)cc1 (some centres undefined)	53&107[100 µM]

Quoted from the entries so far, four compounds:
SMILES	TK-10
Cc1coc2c1C(OC(=O)C(C)C)C1(C)C(C)CCC(O)C1C2=O (centres undefined)	63&88[100 µM]
CC(C)C(C)C(O)C(O)C(C)C1CCC2C3COC(=O)C4CC(O)C(O)CC4(C)C3CCC12C (centres undefined)	122[100 µM]
CCCCOC(=O)C1CN2C=CC=NC2=NC1(C(F)(F)F)C(F)(F)F (centres undefined)	97&96[100 µM]
CC1CCCc2c(CC3CC(=O)NC(=O)C3)nc(N)nc21 (centres undefined)	106&100[100 µM]

Source: PubChem
